Assay outcomes: PubChem, Sanford-Burnham Center for Chemical Genomics
hIAP act = human IAP activation. P09923. 330,000 compounds, 0.16% hits. purified human IAP, CDP-Star luminescence, 30 min; active compounds read high; 1 = vehicle-only enzyme, 0 = enzyme-free background. activation factor at 10 µM;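 active means activation factor of the enzyme at least 2-fold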; further: the source names both 10 and 20 µM as test concentration; values of inactives mirror those of a sister screen read the other way
Target sequence (P09923 whole entry, looked up): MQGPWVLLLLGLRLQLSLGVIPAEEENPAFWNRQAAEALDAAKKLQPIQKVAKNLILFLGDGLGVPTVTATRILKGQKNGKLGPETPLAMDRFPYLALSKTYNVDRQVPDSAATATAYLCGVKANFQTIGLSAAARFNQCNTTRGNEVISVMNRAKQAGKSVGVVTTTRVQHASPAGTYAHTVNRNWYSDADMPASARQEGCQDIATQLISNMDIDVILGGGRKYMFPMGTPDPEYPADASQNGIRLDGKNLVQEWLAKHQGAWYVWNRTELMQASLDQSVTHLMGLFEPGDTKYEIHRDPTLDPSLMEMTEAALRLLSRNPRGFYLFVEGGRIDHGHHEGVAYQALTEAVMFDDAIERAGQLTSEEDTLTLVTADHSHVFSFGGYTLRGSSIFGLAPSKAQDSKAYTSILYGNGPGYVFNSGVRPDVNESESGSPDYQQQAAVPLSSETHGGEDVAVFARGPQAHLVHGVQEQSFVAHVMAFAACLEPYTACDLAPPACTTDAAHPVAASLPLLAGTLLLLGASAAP
mIAP act = increases mouse intestinal alkaline phosphatase activity; muIAP, CDP-Star luminescence, 30 min; active compounds read high; 1 = vehicle-only enzyme signal, 0 = enzyme-free wells; activation factor at 10 µM; 330,000 compounds, 0.24% hits; AID 2805;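 active means activation factor of at least 2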; further: the source names both 10 and 20 µM as test concentration; values of inactives mirror those of a sister screen read the other way
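also added = chemiluminescent substrate CDP-Star | test system = mouse IAP enzyme | signal = chemiluminescence readout | compound = DMSO-dissolved test compounds | incubation = 30 min at room temperature | benchmarks = DMSO wells, no-enzyme wells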
ATG4B inh = inhibitors of human ATG4B cysteine protease | ATG4B cleavage of LC3-PLA2, NBD-HPC fluorescence, 1 h | 340,000 compounds, 0.51% hits | Q9Y4P1 | inhibition, % at 8.33 µM | AID 504462; in the data active means inhibition above about 40%
Target sequence (Q9Y4P1 whole entry, looked up): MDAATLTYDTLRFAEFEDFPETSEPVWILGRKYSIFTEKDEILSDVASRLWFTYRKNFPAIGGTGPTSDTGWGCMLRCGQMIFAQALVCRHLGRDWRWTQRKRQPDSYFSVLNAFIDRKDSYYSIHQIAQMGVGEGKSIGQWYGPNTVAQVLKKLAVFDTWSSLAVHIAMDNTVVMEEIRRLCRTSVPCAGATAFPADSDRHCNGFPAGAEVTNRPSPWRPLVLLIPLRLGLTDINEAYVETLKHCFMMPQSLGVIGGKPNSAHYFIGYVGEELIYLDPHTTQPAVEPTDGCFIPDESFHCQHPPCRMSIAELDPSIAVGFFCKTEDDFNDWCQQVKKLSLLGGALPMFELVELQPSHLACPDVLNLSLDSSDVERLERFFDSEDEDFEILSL
tim10-1 inh = tim10-1 yeast growth inhibition | 330,000 compounds, 2.2% hits | S. cerevisiae tim10-1 ts strain growth, BacTiter-Glo, 24 h | inhibition, % at 20 µM | AID 463190;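 active means inhibition of at least 40%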;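 further: mutant grown at 25 °C; 0% = DMSO wells with yeast and 100% = wells holding no yeast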
NALP3 yeast inh = inhibitors of NALP3 inflammasome in yeast. 330,000 compounds, 0.39% hits. inhibition, % at 10 µM. Yeast reconstituted NLRP3/ASC/caspase-1, beta-gal luminescence, 24 h;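 active means inhibition of 50% or more; inactive means inhibition below 50%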;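 further: plate controls were induced DMSO wells for no effect and uninduced yeast grown without galactose for full effect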
TIM10 inh = inhibits growth of TIM10 yeast strain; S. cerevisiae TIM10 strain growth, BacTiter-Glo luminescence, 24 h; 330,000 compounds, 1.4% hits; AID 463195; inhibition, % at 10 µM;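 active means inhibition of 40% or more at the single tested concentration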;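 further: wild-type TIM10 isogenic control strain grown at permissive 25 °C; 0% = DMSO yeast wells and 100% = minimal medium wells without yeast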
hIAP inh = blocks human intestinal alkaline phosphatase; 330,000 compounds, 0.12% hits; P09923; inhibition, % at 10 µM; AID 2544; purified IAP, CDP-Star luminescence, 30 min;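 active means inhibition reaching a set limit with compound at 10 µM in the primary screen, cut at about 35% in these data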;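 further: plate controls were DMSO wells with enzyme for no effect and no-enzyme buffer wells for full effect; values of inactives mirror those of a sister screen read the other way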
Apaf-1 inh = human Apaf-1 inhibition | 330,000 compounds, 0.71% hits | O14727 | inhibition, % at 20 µM | reconstituted apoptosome caspase-3 activity, DEVD-Rh110 fluorescence; active means inhibition of at least 40% at 20 µM;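 further: plate controls were DMSO wells for no effect and DEVD-CHO caspase inhibitor wells for full effect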
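System: reconstituted apoptosome with Apaf-1, cytochrome c, caspase-9, procaspase-3, dATP; Signal: Rh110 fluorescence intensity; Schedule: 30 min compound preincubation, 50 min activation, room temperature; Reagent: cytochrome c trigger plus (Z-DEVD)2-Rh110 caspase-3 substrate.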
mIAP block = mouse IAP inhibition; 330,000 compounds, 0.2% hits; inhibition, % at 10 µM; purified mouse IAP, CDP-Star luminescence, 30 min;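 active means inhibition of at least 40% at 10 µM in the primary screen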;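 further: plate controls were DMSO with enzyme for no effect and no enzyme wells for full effect; values of inactives mirror those of a sister screen read the other way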
An asterisk follows results filed as active; . = not tested or not shown.

SMILES	hIAP act	mIAP act	ATG4B inh	tim10-1 inh	NALP3 yeast inh	TIM10 inh	hIAP inh	Apaf-1 inh	mIAP block
CCC(Sc1nc2ccccc2s1)C(=O)Nc1nnc(C)s1 (centres undefined)	0.96	1	-3	-4	8	-12	4	5	-1
CC(=O)c1cccc(NC(=O)N(c2ccccc2)c2ccccc2)c1	1.2	1.1	-4	18	21	13	-24	2	-7
CC[C@]12c3[nH]c4cc(CCC(=O)N(C)C)ccc4c3CCN1C(=O)[C@@H](CC(=O)NCc1ccc(OC)c(OC)c1)C[C@@H]2C(=O)N1CCN(C(=O)c2ccco2)CC1	.	1	.	-3	.	-11	.	5	-2
O=C(COC(=O)c1ccc(O)cc1)Nc1ccccc1	0.92	0.97	-2	-1	5	-9	8	1	2
CCOC(=O)CSc1nnc(CNC(=O)c2cccs2)n1-c1cc(C)ccc1C	0.77	1	-5	27	-9	5	23	4	-1
COc1ccccc1NC(=O)N1CCCC1C(=O)Nc1ccc2c(c1)OCO2 (centres undefined)	1.2	1.1	-13	16	12	0	-17	2	-6
CS/C(N)=N/N=C/c1cc(Br)cc(Br)c1O	0.92	0.88	-1	47*	35	71*	8	-13	12
Oc1ccccc1N=Cc1sc2ccccc2c1Cl	0.85	0.79	-14	-17	29	0	15	6	21
COc1ccc(CS(=O)/C(Cl)=C(/Cl)C(=O)Nc2ccc(OC)nc2)cc1 (centres undefined)	0.96	0.91	-5	41*	2	88*	4	14	9
Nc1nccc(-c2ccc(-n3cccc3)cc2)n1	1	1	-3	7	22	-6	-4	-12	-1
CCOC(=O)C1CCN(C(C(=O)NC2CCCCC2)c2ccc(OC)cc2)CC1 (centres undefined)	0.81	0.87	-10	19	5	22	19	1	13
COC(=O)N/N=C1/C/C(=N\NC(=O)OC)c2ccccc21	1	0.94	5	12	6	16	-1	18	6
NC(=S)N/N=C/c1cn(-c2ccccc2)nc1-c1cccnc1	1.1	0.96	-5	10	7	3	-14	13	4
O=C(COC(=O)COc1ccccc1)Nc1cccnc1Cl	0.98	1	-7	0	18	5	2	6	0
O=C(O)c1sc2cc(C(F)(F)F)cnc2c1-c1cccs1	0.97	0.9	2	-6	-4	7	3	7	10
CCOC(=O)c1c(N2C(=O)C=CC2=O)sc(C)c1C	0.83	0.96	0	47*	5	77*	17	8	4
COc1ccc(-n2nnnc2-c2ccc(S(C)(=O)=O)cc2Cl)cc1	0.97	0.96	-10	7	-8	-2	3	-2	4
CCCN(CC(=O)Nc1ccccc1C)C(=O)c1cn2ccccc2n1	0.95	0.96	-6	4	8	-3	5	-7	4
Cc1ccc(S(=O)(=O)NCCc2ccncc2)cc1	0.89	0.98	-1	6	-3	0	11	-16	2
CCn1c(C)nc2cc(C(=O)NNS(=O)(=O)c3ccccc3F)ccc21	0.98	0.95	-10	5	8	4	2	-1	5
O=C(NCCS(=O)(=O)N1CCN(c2ccccc2)CC1)c1cccs1	1	0.95	1	1	13	-8	-4	0	5
COc1ccccc1CC(=O)NC1CC1	0.79	0.91	14	-20	28	7	21	-19	9
CC(=O)c1cnc2nc(SCc3ccc(C)cc3)nn2c1C	1	0.9	0	17	33	-1	-2	1	10
Cc1sc2ncn(CC(=O)NCCCC(=O)N3CCN(c4ccccn4)CC3)c(=O)c2c1C	0.95	1	8	1	6	2	5	1	-3
CCOC(=O)c1c(NC(C)=O)sc2c(OC)c(Br)ccc12	0.92	1	6	10	1	2	8	-11	-2
COCC1CCCCN1Cc1cn(-c2ccccc2)nc1-c1ccc2c(c1)OCO2 (centres undefined)	0.94	1	1	11	7	-9	6	-1	-5
CN(C1CCCCC1)S(=O)(=O)c1ccc(S(=O)(=O)N2CCN(CCC#N)CC2)cc1	0.87	0.89	1	15	23	9	13	-1	11
CCc1ccc(S(=O)(=O)N/N=C(/C)c2ccncc2)cc1	1	1	7	-1	27	12	-2	-3	0
COc1ccc(C(C(=O)NC2CCCC2)N(C(=O)c2ccoc2C)c2ccc(C)cc2)cc1 (centres undefined)	1.3	1	0	25	7	0	-27	8	-4
Cc1cccn2c(=O)nc(SCC(=O)N3CCC(Cc4ccccc4)CC3)nc12	1	0.91	5	0	-1	-10	-4	13	9
Cc1ccc(S(=O)(=O)NNC(=O)Nc2ccc(Cl)cc2)cc1	0.9	0.97	6	-2	1	-6	10	9	3
COc1ccccc1CN1CC(C(=O)NCCc2ccc(Cl)cc2)CC1=O (centres undefined)	0.67	1	4	12	4	-2	33	3	-2
COc1ccc(OCC(=O)Nc2ccc3c(c2)nc(CN2CCN(C(C)=O)CC2)n3C)cc1	1	1.1	-6	-4	-3	-19	-2	-4	-13
CS(=O)(=O)N(CC(=O)Nc1ccccc1C(=O)N1CCOCC1)c1cccc(F)c1	1.2	0.98	2	2	4	7	-20	-57	2
CC(C)(C)c1ccc(C(CC(=O)O)NC(=O)CCCc2ccccc2)cc1 (centres undefined)	1.1	0.94	1	14	-1	15	-7	8	6
Cc1ccccc1C(=O)NCC(=O)NNC(=O)CCN1CCN(c2ccccc2)CC1	1.2	0.95	6	-14	15	7	-21	-6	5
COc1ccc(OC)c(NC(=O)CN(c2ccc(C)cc2)S(=O)(=O)c2c(C)n[nH]c2C)c1	1.1	0.85	-7	11	11	15	-15	11	15
CCC(C)(C)NC(=O)C(c1ccco1)N(C(=O)CNC(=O)c1cccs1)c1cccnc1 (centres undefined)	1.1	1	10	11	-10	4	-8	1	0
CCOC(=O)c1cc(S(=O)(=O)NC2CCC(C)CC2)cn1C (centres undefined)	1.2	1	-5	26	16	17	-16	-4	-3
CC(C)c1nc2n[nH]c(N)c2c2c1CCCC2	1	0.93	1	21	11	21	-1	-2	7
Cc1noc(C)c1COC(=O)c1cnc(Cl)c(Cl)c1	1	1.1	-1	-71	15	-57	-4	0	-13
Cc1ccc(O)c(NC(=O)CSc2n[nH]c(-c3ccccc3)n2)c1	1	0.94	-1	0	-2	6	-4	9	6
COc1ccccc1N1CCN(C(=O)CSc2nnc(NC(=O)C(C)C)s2)CC1	1	0.89	5	8	-3	9	-1	2	11
Cc1nn(CC(=O)NNC(=S)NCC2CCCO2)c(C)c1Br (centres undefined)	1.8	0.97	0	0	7	5	-85	2	3
CCCN(CCO)Cc1ccc(Cl)c(Cl)c1	0.83	0.89	12	4	2	5	17	-18	11
CCOc1ccc(NC(=O)N2CCN(S(C)(=O)=O)CC2)cc1	1	0.97	4	-6	12	-12	-3	-2	3
CC(Sc1nnnn1C)C(=O)Nc1ccccc1 (centres undefined)	1	1	-4	11	8	-5	-4	9	-5
Cc1ccc(S(=O)(=O)N2CCOCC2)cc1NC(=O)COC(=O)C1(C)CC1(Cl)Cl (centres undefined)	1	1	4	16	8	5	0	-6	-2
CC1(C)CC(=O)c2c(O)cc(OCc3ccc([N+](=O)[O-])cc3)cc2O1	0.87	0.82	-3	-12	16	7	13	10	18
Cc1ccc(NS(=O)(=O)c2ccc3c(c2)n(C)c(=O)c(=O)n3C)c(C)c1	1.1	1	5	-12	8	-2	-13	2	-2

Additional results.
SMILES	hIAP act	mIAP act	ATG4B inh	tim10-1 inh	NALP3 yeast inh	TIM10 inh	hIAP inh	Apaf-1 inh	mIAP block
O=S(=O)(Nc1ccc(S(=O)(=O)N2CCCCCC2)cc1)c1cccs1	0.82	0.92	-2	8	13	3	18	-10	8
Cc1ccc(OCCN2C(=O)CSC2=O)cc1	1	1	-8	0	13	9	0	-8	0
O=C(N1CCOCC1)N1CCN(S(=O)(=O)N2CCOCC2)CC1	1.4	0.98	-5	-1	10	5	-40	-9	2
O=c1cc(CSc2ccc(Cl)cc2)nc(-c2ccccc2)[nH]1	0.98	0.95	-5	15	17	26	2	7	4
O=C(COC(=O)c1cccnc1Cl)Nc1ccccc1OC(F)F	1	1	-3	0	-8	-5	-2	9	-4
CCN1CCc2nc(N)sc2C1	0.95	0.9	3	-6	-4	6	5	-15	10
Cc1c(SCCO)c(=O)[nH]c2cc3c(cc12)OCO3	1.8	1	7	7	-6	5	-81	-19	-1
CCOC(=O)Cc1ncccc1C(=O)Nc1ccc(OC(F)(F)F)cc1	0.92	0.97	-3	-7	5	-12	8	12	3
COc1ccc2c(C(=O)CN3CC(C)OC(C)C3)c[nH]c2c1 (centres undefined)	1	1	-8	1	16	2	-2	-3	-5
CCSc1nc2sc3c(c2c(=O)n1-c1ccccc1)CCN(C)C3	1	0.94	1	-28	51*	-34	-1	10	6
Cc1ccccc1NS(=O)(=O)c1nnc(NC(=O)C(C)C)s1	0.96	0.99	-7	8	11	14	4	3	1
CC(C)CN(C(=O)CN1CCN(c2ccccc2O)CC1)c1c(N)n(CC(C)C)c(=O)[nH]c1=O	1.2	1.1	3	-7	0	-11	-21	4	-8
COCCN(C(=O)CSCC(=O)Nc1ccc(C)cc1)c1c(N)n(CC(C)C)c(=O)[nH]c1=O	0.95	1	-1	-5	18	-8	5	-2	-4
Cn1cc(CN2CCCC(CO)(Cc3cccc(Cl)c3)C2)cn1 (centres undefined)	0.93	0.94	-7	-31	10	-24	7	-4	6
Cc1cc(NC(=O)CSc2nc3ccsc3c(=O)n2CCCC(=O)NCCc2ccccc2)no1	1.1	1.1	-12	7	9	15	-7	-15	-8
CSc1nsc(SCC(=O)NCc2ccccc2)n1	1.1	1	1	-11	23	-13	-9	-15	-5
C=CCn1c(=N)n(CC(=O)c2cccc([N+](=O)[O-])c2)c2ccccc21	1.1	0.94	-12	18	20	-8	-8	-2	6
COc1ccccc1NC(=O)CSc1ccc(-c2ccc(-n3cccn3)cc2)nn1	0.94	1	7	4	13	-1	6	22	-4
N#Cc1ccsc1NC(=O)CN1CCN(S(=O)(=O)c2ccc3ccccc3c2)CC1	0.85	0.93	8	-3	8	13	15	7	8
Cc1cc(CNC(=O)COc2ccc(F)cc2Cl)cc(C)c1O	0.9	1	-4	3	25	-6	10	5	-3
COc1ccc(C2=CN(Cc3ccccc3)C(c3ccccc3)CC2=O)cc1 (centres undefined)	1	0.99	5	8	3	26	0	22	1
COCCNC(=O)c1cc(-c2cccnc2)nc2ccc(Br)cc12	1	1.1	-14	18	1	17	-2	13	-10
COC(=O)c1ccccc1N1CCS(=O)(=O)CC1	1	1	-4	4	-12	6	0	-11	-3
COC(=O)CNC(c1ccccc1)c1cc(Br)ccc1N (centres undefined)	1.2	0.9	2	23	14	11	-15	1	10
CCOc1nc(OCC)c2cnn(C)c2n1	0.96	1.1	5	21	23	-15	4	2	-14
CC(=O)NC(Cc1cccc(F)c1)C(=O)NC1CCN(c2nnnn2-c2ccccc2)CC1 (centres undefined)	0.95	0.98	-5	15	13	13	5	-1	2

Reprinted at random: 5 entries already listed.
SMILES	hIAP act	mIAP act	ATG4B inh	tim10-1 inh	NALP3 yeast inh	TIM10 inh	hIAP inh	Apaf-1 inh	mIAP block
O=S(=O)(Nc1ccc(S(=O)(=O)N2CCCCCC2)cc1)c1cccs1	0.82	0.92	-2	8	13	3	18	-10	8
CC(=O)c1cnc2nc(SCc3ccc(C)cc3)nn2c1C	1	0.9	0	17	33	-1	-2	1	10
COc1ccccc1N1CCN(C(=O)CSc2nnc(NC(=O)C(C)C)s2)CC1	1	0.89	5	8	-3	9	-1	2	11
Cc1nn(CC(=O)NNC(=S)NCC2CCCO2)c(C)c1Br (centres undefined)	1.8	0.97	0	0	7	5	-85	2	3
Cn1cc(CN2CCCC(CO)(Cc3cccc(Cl)c3)C2)cn1 (centres undefined)	0.93	0.94	-7	-31	10	-24	7	-4	6
